Compound activity as filed in PubChem.
hcDAF12 agonist: H. contortus DAF-12 activation, primary screen; 1.4% of 370,000 active; activation, % at 6.8 µM; AID 652067; HEK293 hcDAF-12 lit1-tk-luc reporter, luminescence; 0% DMSO, 100% Δ7-dafachronic acid;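 active = activation above the mean of all tested compounds plus 3 SD, cut at about 5.5% in these data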;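 also: 100% = response to 3 µM Δ7-dafachronic acid high control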
PLCg1 inh: PLC-gamma1 (human) inhibition, primary screen | P19174 | 0.84% of 370,000 active | inhibition, % at 12.2 µM | purified PLC-gamma1, fluorogenic substrate, fluorescence; in the data active = inhibition above about 9.5%
Rev-erbA mod: modulators of human Rev-erb alpha DNA binding; P20393; Rev-erbα–FITC-DNA binding, fluorescence polarization, 90 min; activity, % at 10 µM; 0.79% of 370,000 active; AID 1259318;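 active = activity above about 14%, limit read from the data; passing the limit was not always enough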;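 also: 0% = DMSO wells with 35 nM protein and 100% = DMSO wells with 750 nM protein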
hgDAF-12 ag: activates the H. glycines DAF-12 receptor ligand-binding domain | HEK293 GAL4-hgDAF12 UAS-luciferase reporter, agonist luminescence; normalized to butyrate control | activation, % at 6.8 µM | 1.8% of 370,000 active;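 active = activation above a cutoff set at the mean of all screened compounds plus 3 SD, cut at about 10% in these data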;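 also: 0% = DMSO wells and 100% = sodium butyrate wells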
DAX1 inh-1: inhibitors of human orphan nuclear receptor DAX1 (NR0B1); P51843; HEK293 Gal4-DAX1 luciferase reporter, luminescence; inhibition, % at 6.75 µM; 0.99% of 340,000 active; AID 504766;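 active = inhibition above the mean over all tested compounds plus 3 SD, cut at about 4.2% in these data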;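 also: 0% = DAX1-transfected cells with DMSO and 100% = empty-vector control cells with DMSO; inhibition shows as a rise in luminescence from relieved DAX1 repression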
SMARCA2 activ: SMARCA2 function activation, primary screen. MG213 cells, MMTV-luciferase reporter, dexamethasone, overnight. activation, % at 9.1 µM. 1% of 370,000 active. AID 652017; in the data active = activation above about 7.8%;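 also: 0% = vehicle wells and 100% = reference activator wells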
ssDAF12 agonist: activates DAF-12 receptor from parasite S. stercoralis; HEK293 ssDAF-12/GRIP1 lit1-tk-luc reporter, luminescence; % of 3 µM dafachronic acid response; activation, % at 6.8 µM; 1% of 370,000 active; AID 652126;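 active = activation above the mean over all tested compounds plus 3 SD, cut at about 0.9% in these data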;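 also: 0% = DMSO-only wells and 100% = 3 µM delta7-dafachronic acid wells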
MBD2 DNA inh: inhibitors of human MBD2 binding to methylated oligonucleotide; TR-FRET; inhibition, % at 4.4 µM; Q9UBB5; AID 686964; 0.31% of 370,000 active; in the data active = inhibition above about 13%
PLC-beta3 inh: inhibitors of human phospholipase C beta3; 0.18% of 370,000 active; Q01970; inhibition, % at 12.2 µM; Purified PLC-beta3, fluorogenic substrate, fluorescence; in the data active = inhibition above about 11%;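 also: 0% = median of compound wells on plate and 100% = full blocker control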
Target sequence (Q01970 whole entry, looked up): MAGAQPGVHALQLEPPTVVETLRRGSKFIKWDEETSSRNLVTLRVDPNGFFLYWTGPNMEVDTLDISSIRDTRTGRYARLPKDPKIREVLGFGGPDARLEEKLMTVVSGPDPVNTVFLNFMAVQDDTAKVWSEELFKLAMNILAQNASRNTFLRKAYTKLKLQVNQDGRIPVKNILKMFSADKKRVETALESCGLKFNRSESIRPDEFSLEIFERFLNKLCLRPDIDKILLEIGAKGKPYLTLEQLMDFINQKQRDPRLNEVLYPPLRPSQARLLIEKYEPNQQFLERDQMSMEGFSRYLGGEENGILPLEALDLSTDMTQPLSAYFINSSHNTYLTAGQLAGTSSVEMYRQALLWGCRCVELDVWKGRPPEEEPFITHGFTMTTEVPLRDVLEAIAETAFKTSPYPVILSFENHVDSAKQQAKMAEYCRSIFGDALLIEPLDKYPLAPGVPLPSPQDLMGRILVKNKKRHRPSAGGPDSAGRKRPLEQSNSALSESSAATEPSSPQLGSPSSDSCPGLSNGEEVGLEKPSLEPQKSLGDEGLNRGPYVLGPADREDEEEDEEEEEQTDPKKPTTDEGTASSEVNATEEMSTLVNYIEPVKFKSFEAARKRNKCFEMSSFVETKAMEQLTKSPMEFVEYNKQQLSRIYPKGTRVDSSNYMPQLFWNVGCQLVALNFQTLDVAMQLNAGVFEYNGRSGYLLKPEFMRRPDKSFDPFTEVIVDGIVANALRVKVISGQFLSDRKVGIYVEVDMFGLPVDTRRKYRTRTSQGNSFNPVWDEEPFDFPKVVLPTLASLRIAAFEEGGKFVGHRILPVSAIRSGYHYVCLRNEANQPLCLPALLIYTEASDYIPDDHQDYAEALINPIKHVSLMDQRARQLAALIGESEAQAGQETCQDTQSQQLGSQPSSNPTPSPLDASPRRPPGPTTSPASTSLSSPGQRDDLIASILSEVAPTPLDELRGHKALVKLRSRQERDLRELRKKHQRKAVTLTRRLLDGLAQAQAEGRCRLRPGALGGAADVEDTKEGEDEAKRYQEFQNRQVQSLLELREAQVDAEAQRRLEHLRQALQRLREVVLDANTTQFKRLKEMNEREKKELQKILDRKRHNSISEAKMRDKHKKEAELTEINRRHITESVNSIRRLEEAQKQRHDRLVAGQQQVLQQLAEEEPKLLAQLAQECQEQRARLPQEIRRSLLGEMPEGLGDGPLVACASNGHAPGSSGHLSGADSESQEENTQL
DAX1 inh-2: DAX1 (NR0B1) inhibition, primary screen; HEK293T StAR-luciferase reporter, SF-1/DAX-1 repression relief; inhibition, % at 6.8 µM; 1.1% of 370,000 active; AID 652010;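 active = inhibition above the mean over all tested compounds plus 3 SD, cut at about 3.6% in these data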;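 also: 0% = DAX-1 cells with DMSO and 100% = cells lacking DAX-1 with DMSO; higher inhibition means more luminescence from relief of DAX-1 repression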
ADAM17 inh: inhibitors of human ADAM17 | P78536 | recombinant ADAM17, EDANS/DABCYL FRET peptide cleavage | inhibition, % at 6.95 µM | 0.83% of 370,000 active | AID 720648;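 active = inhibition above the mean of compounds lying between control limits plus 3 SD, set per campaign, cut at about 8.5% in these data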;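 also: 0% = DMSO-only wells as the low control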
Starred values were filed as active, the others as inactive; i = inactive; x = no result given. Not a hit list; overall some 7.4% were active at least once.

SMILES	hcDAF12 agonist	PLCg1 inh	Rev-erbA mod	hgDAF-12 ag	DAX1 inh-1	SMARCA2 activ	ssDAF12 agonist	MBD2 DNA inh	PLC-beta3 inh	DAX1 inh-2	ADAM17 inh
Cc1nnn(C23C[C@@H]4C[C@@H](CC(C(=O)N5CCN(c6ccccc6)CC5)(C4)C2)C3)n1	-0.9	1	3	-0.4	0.3	-2	-0.4	5	-5	-0.2	-2
O=C(NCCc1ccccc1Cl)C1CCC(=O)N(CC2CCCCC2)C1 (stereo not given)	-0.1	-1	-2	0.5	-0.1	0	-0.8	1	-9	-0.2	3
O=C1/C(=C\c2ccccc2)SC(=S)N1CCC(=O)N1CCCCC1CCO (stereo not given)	1.5	1	-1	3.9	-0.6	-1	-0.6	-3	-5	0.1	0
CCOP(=O)(OCC)c1nc(-c2cccc3ccccc23)oc1N1CCOCC1	-1.3	i	-1	-4.4	-2.1	0	-1.9	0	i	-0.6	i
CC1(Cc2cccc(F)c2)C(=O)Nc2ccc(S(=O)(=O)NC3CCCCC3)cc21 (stereo not given)	-1.6	2	-2	-3.9	x	-1	-1.6	-3	1	-0.9	3
Cc1cc(C)c(NC(=O)Cn2nc(-c3ccccc3)nc2-c2ccccc2)c(C)c1	-1.8	5	2	-0.3	-0.3	5	-1.6	-7	2	0.3	-1
COc1ccc(OC)c(S(=O)(=O)Nc2ccccc2C(=O)O)c1	0.0	1	1	-1.0	1.1	4	-1.3	-3	4	0.1	0
Cc1ccc(N(Cc2ccco2)C(=O)c2ccc(N3CCCCC3)c([N+](=O)[O-])c2)cc1	-2.1	4	1	7.2	-0.8	0	-1.2	4	3	-1.5	2
O=C(NCc1ccccc1)c1ccc(CS(=O)(=O)Cc2ccccc2F)o1	-1.6	-1	-4	0.4	-0.7	-1	-1.2	2	0	-0.4	-3
Cc1ccc([C@H]2C(C(=O)O)=CC[C@@H](c3ccc(C)cc3)N2S(=O)(=O)c2ccccc2C)cc1	-1.4	0	-4	1.7	-0.7	-1	-0.5	4	-2	-1.1	-3
Cc1ccccc1N1CCN(C2CCCN(C(=O)CCC(=O)N(C)C)C2)CC1 (stereo not given)	-0.6	4	-3	1.0	1.6	-1	-1.8	-1	-3	0.3	-1
CCC(=O)Nc1nn(CC(C)C)c2nc3ccc(C)cc3cc12	-1.8	-53	-10	-0.4	0.6	-3	-0.6	1	-77	0.1	-6
CC(C)(C)C(=O)NC1CCN(S(C)(=O)=O)CC1	-1.6	4	-5	-0.4	0.8	-2	-1.4	1	3	0.4	3
CCCCC(CC)C(=O)Nc1cc(C(=O)NCc2ccc(C)cc2)ccc1N1CCC2(CC1)CC(c1cccc(Br)c1)=NO2 (stereo not given)	0.1	6	4	0.1	0.5	0	-0.6	-2	4	0.6	3
O=C(CS(=O)(=O)c1c[nH]c2ccccc12)NC1CCCCC1	4.2	2	3	-0.7	1.1	-3	-1.5	1	3	-0.1	1
Cc1cccc(NC(=O)CNC(=O)c2ccc(-n3cncn3)c([N+](=O)[O-])c2)c1C	-1.4	3	3	-0.4	0.0	0	-0.8	0	5	0.3	0
Cc1nnc(NC(=O)CSc2cn(CCNC(=O)c3ccccc3)c3ccccc23)s1	0.0	1	3	1.3	1.0	1	-1.4	3	0	-0.1	4
COc1ccc(CNC(=O)/C(C)=C\C(=O)O)cc1	-1.7	1	4	-0.4	0.0	-2	-1.4	4	1	-1.0	-5
CN(C)CCOCCOc1ccc(Cl)c2ccccc12	-0.1	0	3	1.4	0.3	-4	-1.1	3	-6	0.5	-8
CCc1ccc(N=CC23c4ccccc4C(c4ccccc42)C2C(=O)N(c4ccc(OC)cc4)C(=O)C23)cc1 (stereo not given)	-0.3	-1	4	-6.9	-0.8	-3	-0.3	8	6	-0.8	-7
CC(=O)NC1=NN(C(C)=O)C(C)(c2cccs2)S1 (stereo not given)	-1.4	1	3	3.8	0.3	1	-1.3	-5	2	-1.2	-1
COc1ccc(N(CC(=O)Nc2cccc(N(C)S(C)(=O)=O)c2)S(=O)(=O)c2ccc(F)cc2)cc1	-2.3	1	-5	1.5	1.0	2	-2.0	1	1	-0.1	-10
CCCn1nnnc1SCC(=O)NCc1ccc2c(c1)OCO2	-1.7	3	-2	-1.1	0.6	3	-0.8	-3	2	-0.7	-2
CCC1c2ccc(C)n2CCN1C(=O)Nc1cc(Cl)ccc1OC (stereo not given)	0.3	-37	1	-1.9	1.7	-1	-0.6	0	-43	0.2	-21
Cc1nnc(SCC(=O)N(C(C)C)C(C)C)nc1C	-1.7	1	3	-1.6	0.7	1	-0.8	-1	0	-0.3	-3
COC(=O)c1ccc(OCC(O)CN2C(=O)c3ccccc3C2=O)cc1 (stereo not given)	-2.4	6	-1	-0.1	-0.1	3	-1.5	1	0	0.5	1
CN(C)C(CNC(=O)CCc1c[nH]c2ccccc12)c1ccccc1 (stereo not given)	1.2	-4	1	-1.8	-1.6	-2	-0.8	7	-5	0.1	-2
Cc1ccccc1CN1CCC(n2nccc2NC(=O)c2cccnc2)CC1	-0.5	-2	5	-2.8	0.5	-3	-1.3	3	-4	-1.0	-3
CCc1cc(C(=O)Nc2cc(S(=O)(=O)N(CC)CC)ccc2N2CCN(C)CC2)sc1C	-1.1	-10	-4	-1.6	-1.3	2	-1.2	1	-13	1.0	-1
Cn1c(N)c(C(=O)COC(=O)CNC(=O)c2ccc(Cl)cc2Cl)c(=O)n(C)c1=O	1.8	-1	4	-3.3	-0.7	2	-1.3	0	5	0.1	-1
O=C(CSc1nnc(-c2ccc(Br)cc2)n1CCc1ccccc1)NC1CCS(=O)(=O)C1 (stereo not given)	-0.5	0	2	0.5	-1.0	0	-1.1	4	-1	-0.5	-2
O=C(c1ccc(OC2CCN(C(=O)C3CC3)CC2)cc1)N(CCO)Cc1ccccc1	-1.3	4	-4	-1.5	-0.1	-2	-1.5	-3	-1	-0.2	-2
COc1ccc2c(c1)-c1c(sn(-c3ccccc3)c1=S)C(C)(C)N2	-3.4	2	1	-3.0	0.2	-3	-1.6	-7	6	-1.0	3
COc1cccc(Cn2nnc(C(=O)Nc3ccc(C)cc3)c2N)c1	0.0	6	3	1.7	-1.4	-1	-1.0	0	4	-0.2	2
COC(=O)c1oc2ccc(Br)cc2c1NC(=O)CCCN1C(=O)c2ccccc2C1=O	1.8	2	7	-2.5	0.3	0	-1.1	-2	-1	0.9	0
COC(=O)[C@]12CCCCC=C1N(Cc1ccc(Cl)cc1Cl)C(=O)[C@H](CC(=O)NCc1ccc(C)o1)C2	-0.3	2	4	1.0	x	-8	-0.3	2	1	-1.2	6
CC1(C)C2CCC1(C)C(OC(=O)CC(=O)O)C2 (stereo not given)	-0.7	2	-5	-1.5	x	0	-1.1	-4	6	-0.4	0
Cc1cccc2cc(CN(CCN3CCOCC3)C(=O)Nc3ccccc3F)c(=O)[nH]c12	-0.2	2	-6	0.6	1.8	2	0.3	3	3	0.3	-7
CON/C=C(\C=Nc1ccc(C(F)(F)F)cc1)c1ncc(C(F)(F)F)cc1Cl	0.1	2	3	1.5	1.8	-2	-1.5	3	0	-0.8	2
c1ccc(COc2nsnc2N2CCOCC2)cc1	1.2	-3	-2	1.1	0.1	-3	-0.4	7	-2	0.0	-4
COc1cc(C2=NOC(C(=O)N3CCCCCC3)C2)cc(OC)c1OC (stereo not given)	-1.1	0	-3	-2.7	0.5	-1	-1.9	3	2	-0.8	-8
Cc1ccc(N/C=C2/Sc3ccccc3NC2=O)cc1	2.1	3	1	2.5	-0.5	0	-1.0	-1	5	0.6	4
O=C(O)c1ccc(CSc2nnc(-c3cccnc3)n2-c2ccc(Br)cc2)cc1	-2.8	8	4	2.3	0.8	5	-1.6	-3	2	-0.7	3
CCCCC(=O)NC(c1ccc(C(C)C)cc1)c1ccc2cccnc2c1O (stereo not given)	-3.4	-9	-8	-10.0	-3.9	-3	-0.8	1	-12	-1.2	2
CCOC(=O)CCc1c(C(=O)OCC)[nH]c(CC)c1C(=O)OCc1ccccc1	-3.0	1	2	-3.1	-1.7	2	-1.8	1	-3	-0.6	8
CCC(C)(C)n1nnnc1C(c1cc2cc(C)ccc2[nH]c1=O)N1CCCc2ccccc21 (stereo not given)	4.6	-44	-3	1.2	0.9	-3	0.9	-2	-70	0.1	-21
COC(=O)c1ccc(C(=O)OC)c(=O)[nH]1	-0.9	-88	-2	-1.5	1.2	-2	-0.5	3	-129	0.1	-199
Cc1oncc1-c1csc(-c2ccccc2)n1	1.0	-1	6	5.7	5.3*	2	-1.2	-1	1	0.4	-1
Cc1cc([N+](=O)[O-])nn1CCCC(=O)NC(C)c1ccccc1 (stereo not given)	0.2	-2	-8	-0.9	0.0	-1	-0.8	3	0	-0.3	-6
O=C(Nc1ccccc1Br)C1CCN(C(=O)Cc2ccccc2)CC1	-2.9	6	6	-0.3	-1.0	9.0*	-1.2	1	3	-0.5	-1

Other structures follow.
SMILES	hcDAF12 agonist	PLCg1 inh	Rev-erbA mod	hgDAF-12 ag	DAX1 inh-1	SMARCA2 activ	ssDAF12 agonist	MBD2 DNA inh	PLC-beta3 inh	DAX1 inh-2	ADAM17 inh
CN(C)C(CNC(=O)c1cccc(S(=O)(=O)N2CCc3ccccc3C2)c1)c1ccccc1 (stereo not given)	-1.6	4	7	-1.3	-0.2	1	-0.9	6	0	0.4	-3
CCn1c(=O)c(=O)[nH]c2cc(C(=O)N(C)Cc3ccc(OC)c(F)c3)ccc21	0.5	-11	-5	-0.1	-0.1	-2	-0.8	-3	-17	-0.4	-8
CC(=O)N1CCC(=NNc2ccc(S(=O)(=O)N3CCOCC3)cc2[N+](=O)[O-])CC1	-0.4	5	2	-4.5	0.5	-4	-1.8	-4	1	0.0	2
N#Cc1nc(-c2ccccc2F)oc1NCCc1ccccc1	-0.6	i	-2	1.8	0.5	4	-1.4	1	i	0.0	-176
CC(OC(=O)/C=C/c1ccccc1)C(=O)NC1CCCCC1C (stereo not given)	0.9	1	7	-3.8	-0.6	-2	-1.1	0	-7	0.0	-6
CCOC(=O)C(=O)NCc1ccc(/C=C2/N=C(C)C(C(=O)OCC)=C2O)o1	-2.0	-49	-1	-1.8	-0.4	6	-1.1	-3	-84	-0.6	-2
CC1(C)Nc2ccccc2N(CC(=O)N2CCCCC2)C1=O	1.3	0	-6	0.0	0.5	1	-1.0	-4	1	0.4	0
Cc1ccc(NC(=O)/C(C#N)=C/c2cccs2)c(C)c1	2.0	1	-4	6.0	3.0	8	0.0	-1	-1	1.8	-2

Complete entries as entered above:
CC1(C)Nc2ccccc2N(CC(=O)N2CCCCC2)C1=O is entered as hcDAF12 agonist: 1.3; PLCg1 inh: 0; Rev-erbA mod: -6; hgDAF-12 ag: 0.0; DAX1 inh-1: 0.5; SMARCA2 activ: 1; ssDAF12 agonist: -1.0; MBD2 DNA inh: -4; PLC-beta3 inh: 1; DAX1 inh-2: 0.4; ADAM17 inh: 0
CCOC(=O)C(=O)NCc1ccc(/C=C2/N=C(C)C(C(=O)OCC)=C2O)o1 is entered as hcDAF12 agonist: -2.0; PLCg1 inh: -49; Rev-erbA mod: -1; hgDAF-12 ag: -1.8; DAX1 inh-1: -0.4; SMARCA2 activ: 6; ssDAF12 agonist: -1.1; MBD2 DNA inh: -3; PLC-beta3 inh: -84; DAX1 inh-2: -0.6; ADAM17 inh: -2
